Bioassay records (PubChem BioAssay)
MrgX1 PAM: positive allosteric modulators of MrgX1, primary screen, HEK293 cells, Fluo-4 calcium flux | B-score at 10 µM | 310,000 compounds, 0.63% hits | AID 588675, 2011 | FDSS; active compounds read high | Mas-related G-protein coupled receptor member X1 (Homo sapiens), Q96LB2;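 active = plate-corrected calcium response at least 3 library SD above typical, normal starting fluorescence, not activating the receptor alone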;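 also: compound read alongside a low EC10 to EC30 dose of BAM8-22 agonist; peak minus trough fluorescence over baseline measured at the second addition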
MrgX1 ag: agonists of human MrgX1 receptor, primary screen, HEK293 cells, Fluo-4 calcium flux | Mas-related G-protein coupled receptor member X1 (Homo sapiens), Q96LB2 | Fluo-4 calcium fluorescence, agonist mode; active compounds read high | B-score at 10 µM | 310,000 compounds, 0.44% hits;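 active = calcium response B-score plate-corrected fluorescence ratio at least 3 library SD, with starting fluorescence B-score inside 5 SD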
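Assay system: stable human MrgX1 HEK293 cell line. Quantity: 15,000 cells per well. Schedule: cells plated overnight, dye loaded 0.5 h 37 °C, 0.5 h room temperature. Detection: Fluo-4 NW calcium-flux fluorescence, kinetic read. Read-out basis: peak-minus-minimum fluorescence over baseline, converted to B scores. Control set: positive and negative control wells on each plate.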
ANO1 block: TMEM16A chloride channel inhibitors, primary screen, cell-based, HTS. Anoctamin-1 (Mus musculus), Q8BHY3. HEK293 TMEM16A/YFP iodide influx fluorescence, ionomycin. normalized B-score (activity score, 25-100; higher = stronger inhibition) at 10 µM. 310,000 compounds, 1.2% hits. AID 588511, 2011;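 active = ratio plate-corrected score three or more library SD toward inhibition, starting fluorescence score within five deviations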;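 also: score derived from kinetic fluorescence span divided by baseline fluorescence per well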
Target sequence (Q8BHY3 whole entry, looked up): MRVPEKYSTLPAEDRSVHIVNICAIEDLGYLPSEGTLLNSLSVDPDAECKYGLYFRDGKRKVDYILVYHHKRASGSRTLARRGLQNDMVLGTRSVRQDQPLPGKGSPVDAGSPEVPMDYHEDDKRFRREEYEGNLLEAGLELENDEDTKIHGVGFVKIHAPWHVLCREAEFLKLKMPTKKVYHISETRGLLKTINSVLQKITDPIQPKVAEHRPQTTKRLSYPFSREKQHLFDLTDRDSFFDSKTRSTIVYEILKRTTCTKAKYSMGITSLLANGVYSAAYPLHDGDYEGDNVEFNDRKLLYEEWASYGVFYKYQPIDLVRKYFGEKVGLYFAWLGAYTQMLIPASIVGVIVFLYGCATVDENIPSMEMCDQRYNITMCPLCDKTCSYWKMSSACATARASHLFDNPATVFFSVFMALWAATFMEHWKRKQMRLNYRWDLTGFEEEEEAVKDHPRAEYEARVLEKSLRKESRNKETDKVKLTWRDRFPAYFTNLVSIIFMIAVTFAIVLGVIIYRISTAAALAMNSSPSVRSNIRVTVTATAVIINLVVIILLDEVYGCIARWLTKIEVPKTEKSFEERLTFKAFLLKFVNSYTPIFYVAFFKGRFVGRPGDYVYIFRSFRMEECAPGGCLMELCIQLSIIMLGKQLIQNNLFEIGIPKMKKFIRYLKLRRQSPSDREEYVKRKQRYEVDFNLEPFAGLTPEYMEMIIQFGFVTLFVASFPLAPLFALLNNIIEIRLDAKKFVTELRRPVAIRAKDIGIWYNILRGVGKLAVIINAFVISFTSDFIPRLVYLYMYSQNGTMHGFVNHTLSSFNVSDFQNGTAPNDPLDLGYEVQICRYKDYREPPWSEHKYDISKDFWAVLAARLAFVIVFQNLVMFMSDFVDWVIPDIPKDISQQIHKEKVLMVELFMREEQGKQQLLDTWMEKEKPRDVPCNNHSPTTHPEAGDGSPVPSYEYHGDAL
HDAC3 inhib: HDAC3 deacetylase inhibitors, primary screen, biochemical, fluorescence, cell-free homogeneous; recombinant HDAC3, fluorogenic peptide/trypsin coupled; inhibition, % at 8.3 µM; 320,000 compounds, 0.15% hits; AID 2718, 2010; in the data active = inhibition above about 26%, passing the limit was not always enough
TRPC6 act: mouse TRPC6 channel activators, primary screen, cell-based, HEK293, membrane potential dye. Short transient receptor potential channel 6 (Mus musculus), Q61143. HEK293-TRPC6 membrane potential dye fluorescence; active compounds read high. B-score at 10 µM. 310,000 compounds, 0.13% hits;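 active = B-score of the integrated fluorescence ratio above library mean plus 3 SD, and starting fluorescence ratio within library mean plus 5 SD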;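 also: higher score means more depolarization so channel activation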
TMEM16A act: TMEM16A chloride channel activators or potentiators, primary screen, cell-based, HTS | Anoctamin-1 (Mus musculus), Q8BHY3 | HEK293 TMEM16A/YFP-H148Q/I152L, iodide quench fluorescence; active compounds read low | B-score at 10 µM | 340,000 compounds, 0.3% hits | AID 623877, 2012;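 active = fluorescence-ratio B-score plate-corrected deviation score at least 3 library SD below zero, with starting fluorescence score within 5 deviations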;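 also: channel opened by trigger with iodide after compound preincubation; score built on the fluorescence ratio of max minus min over baseline; more negative score means more quench and so TMEM16A activation or potentiation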
SKKanGAS inh: S. pyogenes SKKanGAS growth inhibitors in kanamycin, primary screen, streptokinase expression inhibitor project, SKKanGAS strain, BacTiter-Glo luminescence. 6 h. 300,000 compounds, 1.3% hits. inhibition, % at 7.5 µM. AID 1662, 2009;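 active = mean replicate score, as percent of positive control median, at least 50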;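 also: strain carries kanamycin resistance gene driven by streptokinase promoter and grows in 40 µg/ml kanamycin; loss of luminescence reflects streptokinase promoter inhibition or plain growth inhibition; 0% = median of DMSO wells and 100% = positive control at its reference dose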
TRPC6 inh: mouse TRPC6 channel inhibitors, primary screen, cell-based, HEK293, membrane potential dye; Short transient receptor potential channel 6 (Mus musculus), Q61143; ACh-evoked depolarization; active compounds read low; B-score at 10 µM; 310,000 compounds, 1.1% hits; AID 2553, 2010;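 active = B-score under library mean minus 3 SD, initial fluorescence not abnormally high, positive integrated signal ratio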;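 also: B-score derived from integrated fluorescence ratio over the kinetic read; more negative B-score means stronger inhibition of depolarization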
RGS4 pot: RGS4 potentiators or activators, primary screen, cell-based, HEK293 M3R inducible RGS4, calcium flux; B-score at 10 µM; carbachol calcium flux Fluo4; active compounds read low; 310,000 compounds, 0.92% hits;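 active = B-score of the integrated calcium signal more than 4 SD below the library mean, with starting fluorescence not abnormally high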;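 also: negative B-score means reduced calcium response which marks RGS4 activation or potentiation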
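test system = M3R-expressing HEK293 line, RGS4 induced by doxycycline | probe or stimulus = carbachol at ECmax as muscarinic agonist stimulus | timing = dye loading 30 min 37 °C, buffer rest 30 min RT | signal = calcium dye Fluo4 fluorescence | evaluation = B score from integrated fluorescence ratio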
RGS4 block: RGS4 inhibitors, primary screen, cell-based, HEK293 M3R inducible RGS4, calcium flux; B-score at 10 µM; Regulator of G-protein signaling 4 (Homo sapiens), P49798; Fluo-4 calcium flux; active compounds read high; triggered by carbachol at its EC20; 310,000 compounds, 0.45% hits;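 active = B-score, a plate-corrected calcium signal, over three deviations above library mean, with baseline fluorescence within five deviations of library mean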;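 also: RGS4 expression induced by doxycycline in cells with stable M3 receptor; B-score is computed from the integrated fluorescence ratio over baseline after carbachol; higher B-score means a larger calcium signal and so more RGS4 inhibition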
MrgX1 antag: antagonists of human MrgX1 receptor, primary screen, HEK293 cells, Fluo-4 calcium flux | B-score at 10 µM | 310,000 compounds, 1.3% hits | BAM8-22 antagonism; active compounds read low | Mas-related G-protein coupled receptor member X1 (Homo sapiens), Q96LB2;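 active = calcium-response B-score plate-corrected more than 3 library SD below zero, starting fluorescence within 5 deviations, no agonist response on first addition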;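 also: peak minus trough fluorescence over baseline after final BAM8-22 challenge near maximal dose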
Starred values were filed as active, the others as inactive; i = inactive; nt = not tested or not shown.

SMILES	MrgX1 PAM	MrgX1 ag	ANO1 block	HDAC3 inhib	TRPC6 act	TMEM16A act	SKKanGAS inh	TRPC6 inh	RGS4 pot	RGS4 block	MrgX1 antag
Cc1cc(C)c(-c2cc(C(=O)Nc3c(C)n(C)n(-c4ccccc4)c3=O)[nH]n2)c(O)c1	i	i	i	5.3	i	i	-5.3	i	i	i	i
CCCCNC(=O)CCSc1nc2nc(C)cc(C)n2n1	i	i	i	4.8	i	i	3.4	i	i	i	i
COc1ccc2o/c(=N/NC(=S)Nc3ccccc3)c(C(N)=O)cc2c1	nt	nt	nt	nt	i	nt	-2.5	i	i	i	nt
C/C(=N/NC(=O)c1ccc(C)s1)c1cccc(NC(=O)COc2ccc(Cl)cc2Cl)c1	i	i	i	-1.4	i	i	15.4	i	i	i	i
O=C(CSc1cccc[n+]1[O-])c1ccc(Cl)s1	i	i	i	-1.8	i	i	13.4	i	i	i	i
CCCC(=O)N1CCN(c2ccc(NC(=O)C(C)(C)C)cc2)CC1	i	i	i	1.5	i	i	-3.1	i	i	i	i
CCOc1ccc2ncc(S(=O)(=O)c3ccccc3)c(N3CCN(c4ccccc4)CC3)c2c1	i	i	i	8.3	i	i	21.9	i	i	i	i
CC(NC(=O)C(=O)NN=C1CCCC1)c1ccccc1 (centres undefined)	i	i	i	3.9	i	i	-2.0	i	i	i	i
O=C(Nc1ccccc1)C1CCN(C(=O)c2ccc(Br)cc2)CC1	i	i	i	1.0	i	i	1.9	i	i	i	i
CCn1ccnc1CN(C)Cc1cn(-c2cc(C)ccc2C)nc1-c1ccccc1	i	i	i	6.0	i	i	18.7	i	i	i	i
CCOc1ccc(NC(=O)NCCN2CCN(c3ccccc3F)CC2)cc1	i	i	i	5.5	i	i	3.3	i	i	i	i
CC(=O)c1cc(CN2CCN(C(C)C)C(CCO)C2)cs1 (centres undefined)	i	i	i	1.5	i	i	2.0	i	i	i	i
Cn1nnnc1SCC(=O)NCc1ccc2c(c1)OCO2	i	i	i	-0.5	i	i	-2.1	i	i	i	i
Cc1cc(C)nc(SCC(=O)N2CCCCC2)n1	i	i	i	-2.0	i	i	1.9	i	i	i	i
OCC1(Cc2ccccc2)CCCN(Cc2c[nH]c3ccccc23)C1 (centres undefined)	i	i	i	2.5	i	i	-0.4	i	i	i	i
COc1ccc(C2N(c3cc(Cl)ccc3OC)C(=O)C3CCCN32)c(OC)c1 (centres undefined)	i	i	i	4.8	i	i	8.9	i	i	i	i
N#C/C(=C\c1cccc(Cl)c1)c1n[nH]c(Cn2cncn2)n1	i	i	i	-21.2	i	i	1.3	i	i	i	i
COc1c(F)c(F)c(C(=O)Nc2c(C)cc(Br)cc2C)c(F)c1F	i	i	i	2.9	i	i	-2.4	i	i	i	i
COCCNC(=O)Cn1nc(-c2ccccc2C)ccc1=O	i	i	i	-10.6	i	i	-2.0	i	i	i	i
CN1/C(=N\O)c2cccc3cccc1c23	i	i	i	-8.6	i	i	-3.0	i	i	i	i
COc1cccc(N2[C@@H](CC(C)=O)c3ccc(/C=C/C(C)=O)cc3S2(=O)=O)c1	i	i	i	6.7	i	i	3.9	i	i	8.2*	i
COC(=O)c1scc2c(Oc3ccccc3)cc(C(F)(F)F)nc12	i	i	i	0.8	i	nt	15.3	i	i	i	i
COc1ccc(CNC(=S)Nc2ccc(Br)cc2)cc1	i	i	i	-10.2	i	i	-1.2	i	i	i	i
CC(N)(C(=O)O)c1cccc(OCc2cccc(Cl)c2)c1 (centres undefined)	i	i	i	-2.2	i	i	-20.2	i	i	i	i
O=C(CN1C(=O)NC2(CCCCC2)C1=O)NCc1cccs1	i	i	i	-7.4	i	i	4.4	i	i	i	i
COc1cc(OC)c(C(=O)Nc2ccc(C(=O)c3ccccc3)cc2)cc1OC	i	i	i	-9.6	i	i	13.1	i	-7.21*	i	i
CC(C)CNC(=O)c1c(N)n(/N=C/c2ccccn2)c2nc3ccccc3nc12	i	i	i	-1.3	i	i	-7.5	i	i	i	i
Cc1ccc(OC(=O)c2cccnc2)cc1	i	i	i	1.1	i	i	11.1	i	i	i	i
COc1ccccc1-n1cc(C(=O)NCC(=O)NCc2ccc(F)cc2)c2ccccc2c1=O	i	i	i	-4.9	i	i	13.9	i	i	i	i
C=C1CCC[C@]2(C)C[C@H]3OC(=O)C(CNC(CC)CO)[C@H]3CC12 (some centres undefined)	i	i	i	4.4	i	i	0.8	i	i	i	i

A second format for some results above:
Structure: COc1ccccc1-n1cc(C(=O)NCC(=O)NCc2ccc(F)cc2)c2ccccc2c1=O
- MrgX1 PAM: i
- MrgX1 ag: i
- ANO1 block: i
- HDAC3 inhib: -4.9
- TRPC6 act: i
- TMEM16A act: i
- SKKanGAS inh: 13.9
- TRPC6 inh: i
- RGS4 pot: i
- RGS4 block: i
- MrgX1 antag: i
Structure: C=C1CCC[C@]2(C)C[C@H]3OC(=O)C(CNC(CC)CO)[C@H]3CC12 (some centres undefined)
- MrgX1 PAM: i
- MrgX1 ag: i
- ANO1 block: i
- HDAC3 inhib: 4.4
- TRPC6 act: i
- TMEM16A act: i
- SKKanGAS inh: 0.8
- TRPC6 inh: i
- RGS4 pot: i
- RGS4 block: i
- MrgX1 antag: i

Single entries from the results shown:
`CC(N)(C(=O)O)c1cccc(OCc2cccc(Cl)c2)c1` (centres undefined) @ SKKanGAS inh = -20.2
`Cc1ccc(OC(=O)c2cccnc2)cc1` @ HDAC3 inhib = 1.1
`C=C1CCC[C@]2(C)C[C@H]3OC(=O)C(CNC(CC)CO)[C@H]3CC12` (some centres undefined) @ SKKanGAS inh = 0.8
`COc1cc(OC)c(C(=O)Nc2ccc(C(=O)c3ccccc3)cc2)cc1OC` @ HDAC3 inhib = -9.6
`CC(C)CNC(=O)c1c(N)n(/N=C/c2ccccn2)c2nc3ccccc3nc12` @ SKKanGAS inh = -7.5
`COc1ccc(CNC(=S)Nc2ccc(Br)cc2)cc1` @ SKKanGAS inh = -1.2
`COC(=O)c1scc2c(Oc3ccccc3)cc(C(F)(F)F)nc12` @ SKKanGAS inh = 15.3

Going on with the list.
SMILES	MrgX1 PAM	MrgX1 ag	ANO1 block	HDAC3 inhib	TRPC6 act	TMEM16A act	SKKanGAS inh	TRPC6 inh	RGS4 pot	RGS4 block	MrgX1 antag
CCCOc1cccc(C(=O)NCCNC(=O)c2ccccn2)c1	i	i	i	0.2	i	i	-4.9	i	i	i	i
Cc1cc(C(=O)NNc2ccc(F)cc2)no1	i	i	i	-0.7	i	i	5.1	i	i	i	i
NS(=O)(=O)c1cccc(NC(=O)COC(=O)CC2CC3CCC2C3)c1 (centres undefined)	i	i	i	-5.4	i	i	-1.6	i	i	i	i
COC(=O)CC(NC(=S)NC(=O)c1ccccc1)c1ccc(Br)cc1 (centres undefined)	i	i	i	15.9	i	i	10.9	i	i	i	i
O=C(CNc1ccccc1C(=O)O)c1ccccc1	i	i	i	-8.7	i	i	4.5	i	i	i	i
Cn1c(=O)c2c(n(Cc3ccccc3)c1=O)NC(=O)C2CC(=O)NCc1cccc(Cl)c1 (centres undefined)	i	i	i	-2.1	i	i	7.7	i	i	i	i
O=C(c1noc2c1CCCC2)N1CCOCC1	i	i	i	0.0	i	i	1.4	i	i	i	i
CCC(C)C(NC(=O)CCC(=O)OCC(=O)[C@@]1(O)CCC2[C@@H]3CCC4=CC(=O)C=C[C@]4(C)C3[C@@H](O)C[C@@]21C)C(=O)O (some centres undefined)	i	i	i	10.5	i	i	1.8	i	i	i	i
CCOC(=O)c1cnc2c(C(F)(F)F)cccc2c1N1CCN(C)CC1	i	i	i	0.9	i	i	0.0	i	i	i	i
COc1ccc(OC)c(NC(=O)C2CCCCC2C(=O)O)c1 (centres undefined)	i	i	i	-5.6	i	i	-0.3	i	i	i	i
CCN(C(=S)NC(=O)c1ccccc1Br)C1CCCCC1	i	i	i	-5.4	i	i	-3.3	i	i	i	i
O=C(COC(=O)/C=C/c1ccc(C(F)(F)F)cc1)NCc1ccco1	i	i	i	-4.7	i	i	-5.2	i	i	i	i
O=C(NCc1ccco1)C(c1ccccc1)N(CC1CCCO1)C(=O)Cn1nnc2ccccc21 (centres undefined)	i	i	i	3.7	i	i	-1.8	i	i	i	i
O=C(Nc1cccnc1)c1sc2cccc(F)c2c1Cl	i	i	i	-0.2	i	i	3.9	i	i	i	i
Cn1c(CN2CCOCC2)nnc1SCC(=O)Nc1ccc2c(c1)OCCO2	i	i	i	-0.1	i	i	-2.1	i	i	i	i
COc1cc(OC)cc(C(=O)Nc2ccc(-c3nc4ccccc4o3)cc2)c1	i	i	i	-33.1	i	i	33.9	i	i	i	i
CC(C)Nc1nc(NC(C)C)nc(Oc2ccc(OCc3ccccc3)nn2)n1	i	i	i	-1.4	i	i	-7.3	i	i	i	i
Cc1ccc(CN=Cc2[nH]c3ccc(Br)c(Cl)c3c2O)cc1	i	i	i	-0.6	i	i	14.9	i	i	i	-6.83*
CCN1CCN(Cc2c3ccccc3cc3ccccc23)CC1	i	i	i	-2.6	i	i	-1.7	i	i	i	i
O=C(c1cc(C2CC2)on1)N1CCOCC1	i	i	i	0.1	i	i	-0.9	i	i	i	i
COC(=O)c1ccc(/C=C2\N=C(SC)SC2=O)cc1	i	i	i	-6.4	i	i	3.4	i	i	i	i
C=CCn1c(SCC(=O)Nc2sccc2C(N)=O)nc2sc(CC)cc2c1=O	i	i	i	-4.1	i	i	11.3	i	i	i	i
C=CCSc1nc2sc(C)c(C)c2c(=O)[nH]1	i	i	i	8.4	i	i	-3.3	i	i	i	i
CC(C)(C)NC(=S)N/N=C/c1c(Cl)cccc1Cl	i	i	i	-3.8	i	i	-7.0	i	i	i	i
